C diff growth: C. difficile growth inhibitors, primary screen, HTS; Clostridium difficile clinical isolate growth, OD600, 24 h; hits give low values; 86,000 compounds, 0.25% hits; growth activity, negative = inhibition, % at 16 µg/mL (by protocol); AID 1259249, 2017;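 active = mean growth activity at or below -80% and every replicate also at or below -80%; inconclusive = mean at or below -80% but some replicate above -80%; inactive = mean growth activity above -80%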;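 also: 0% = DMSO wells and -100% = levofloxacin 16 µg/mL wells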
Tcruzi prolif: T. cruzi intracellular proliferation inhibitors, primary screen, cell-based, beta-gal Tulahuen parasites, NIH3T3 host, luminescence; 77,000 compounds, 5.9% hits; inhibition, % at 8.34 µM; T. cruzi beta-gal in NIH3T3, GalScreen luminescence, 90 h;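 active = mean inhibition above about 93%, with at least 55% of replicates each passing it, limit read from the data, passing the limit was not always enough; inconclusive = only one of those two conditions holds; inactive = neither condition holds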
KDM4C inh: inhibitors of GASC-1 (KDM4C) histone demethylase, primary screen, biochemical, single concentration HTS | Lysine-specific demethylase 4C (Homo sapiens), Q9H3R0 | GST-KDM4C 2-372, H3K9me3 peptide, LANCE TR-FRET | inhibition, % at 12.5 µM | 96,000 compounds, 0.15% hits | AID 720574, 2013;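 active = mean replicate inhibition above about 25%, with at least 55% of replicates also reaching it, limit read from the data, passing the limit was not always enough; inconclusive = only one of those two conditions met; inactive = neither condition met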
Target sequence (Q9H3R0 2-372 limits assumed): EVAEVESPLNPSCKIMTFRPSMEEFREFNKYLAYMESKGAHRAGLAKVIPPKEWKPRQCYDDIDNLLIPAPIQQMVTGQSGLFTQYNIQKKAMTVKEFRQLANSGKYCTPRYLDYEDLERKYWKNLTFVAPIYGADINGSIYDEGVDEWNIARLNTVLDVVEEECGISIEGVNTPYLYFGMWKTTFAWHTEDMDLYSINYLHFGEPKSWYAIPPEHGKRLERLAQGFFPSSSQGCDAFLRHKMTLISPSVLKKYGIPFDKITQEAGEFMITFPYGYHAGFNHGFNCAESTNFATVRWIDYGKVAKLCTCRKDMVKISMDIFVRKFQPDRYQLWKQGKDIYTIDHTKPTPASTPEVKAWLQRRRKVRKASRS
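Material: GST-tagged GASC-1 (JMJD2C) catalytic fragment, aa 2-372. Input: enzyme final amount 10 nM. Medium: HEPES buffer, pH 7.5, plus ascorbate. Reagent: H3K9me3 peptide substrate, Fe(II), 2-oxoglutarate. Doses: single dose. Times: reaction 30 min RT, detection step 1 h RT. Measured by: LANCE TR-FRET. Evaluation: Fall in 671/618 emission ratio as inhibition.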
Pf Dd2 inh: P. falciparum Dd2 growth inhibitors, primary screen, SYBR Green fluorescence, single dose replicates. activity change, % at 10 µM. 94,000 compounds, 2.3% hits. 72 h; hits give low values; in the data active = activity change below about -80%; inconclusive = no clear call, values can overlap the other calls
Starred values were filed as active, the others as inactive; u = inconclusive; x = no result given; & = joins results of further samples.

| SMILES | C diff growth | Tcruzi prolif | KDM4C inh | Pf Dd2 inh |
| --- | --- | --- | --- | --- |
| O=S(=O)(c1ccccc1F)N1CCCCN2[C@@H](CO)[C@@H](c3ccc(-c4ccccc4)cc3)[C@@H]2C1 | 23 | 89 | -1.1 | -69 |
| COc1ccc(C#Cc2ccc([C@H]3[C@@H](CO)N4CCCCN(C(=O)Nc5cccc(F)c5)C[C@@H]34)cc2)cc1 | -19 | 112* | -3.6 | 1 |
| COc1cccc(C(=O)Nc2ccc3c(c2)C(=O)N(C)[C@H]2CC[C@@H](CC(=O)NCc4ccc(F)cc4)O[C@H]2CO3)c1 | -2 | 97* | 0.8 | -36 |
| C[C@@H]1CN([C@@H](C)CO)S(=O)(=O)c2ccc(C#CCN(C)C)cc2O[C@@H]1CN(C)Cc1ccccc1F | -1 | 84 | 4.9 | -47 |
| CN(C)C(=O)C[C@H]1CC[C@@H](NC(=O)C2CCC2)[C@H](CO)O1 | -4 | 2 | 1.7 | 21 |
| CCCC(=O)Nc1ccc2c(c1)C(=O)N(C)C[C@@H](OC)[C@H](C)CN(C(=O)Cc1ccccn1)[C@H](C)CO2 | -2 | -19 | 0.3 | 5 |
| C[C@@H]1CN([C@H](C)CO)S(=O)(=O)c2ccc(C3=CCCC3)cc2O[C@@H]1CN(C)Cc1ccncc1 | 0 | 74 | 3.9 | -19 |
| C/C=C/c1ccc2c(c1)O[C@@H](CN(C)C(=O)CN(C)C)[C@@H](C)CN([C@H](C)CO)S2(=O)=O | -2 | -19 | -1.8 | -2 |
| COc1ccc(CN(C)C[C@@H]2OCCCC[C@@H](C)Oc3ccc(NC(=O)Nc4ccc(OC)cc4)cc3C(=O)N([C@@H](C)CO)C[C@@H]2C)cc1 | x | 25 | -0.1 | -76 |
| O=C(C[C@H]1CC[C@@H]2[C@H](COC[C@@H](O)CN2Cc2cccc(Cl)c2)O1)Nc1nccs1 | 34&1 | 59 | -1.7 | -22 |
| COc1cccc(NC(=O)C[C@@H]2CC[C@@H]3[C@@H](COc4ccc(NC(=O)c5ccccc5F)cc4C(=O)N3C)O2)c1 | -3 | 31 | -1.5 | -42 |
| C[C@H]1CCCCO[C@H](CN(C)S(=O)(=O)c2cn(C)cn2)[C@@H](C)CN([C@@H](C)CO)C(=O)c2cc(NS(=O)(=O)c3ccc(Cl)cc3)ccc2O1 | 4 | 2 | -1.0 | -17 |
| O=C(N[C@@H]1CC[C@H](CCn2cc(-c3ccccn3)nn2)O[C@H]1CO)c1ccc(F)cc1 | x | 0 | 0.5 | -37 |
| C[C@H]1CN([C@@H](C)CO)C(=O)c2cc(C#CC3(O)CCCC3)cnc2O[C@H]1CN(C)C(=O)C1CCCCC1 | -2 | 24 | -0.2 | 40 |
| CN(C)C(=O)C[C@H]1CC[C@@H]2[C@H](COC[C@@H](O)CN2Cc2nccs2)O1 | 2&-7 | -95 | -1.1 | 12 |
| C/C=C/c1cnc2c(c1)C(=O)N([C@@H](C)CO)C[C@@H](C)[C@H](CN(C)C(=O)C1CCOCC1)O2 | 0 | -18 | -0.3 | 39 |
| CC(=O)NC[C@H]1[C@H](c2ccc(-c3ccccc3)cc2)[C@H](CO)N1C(=O)C1CC1 | 4 | 5 | 3.0 | -1 |
| CN1C(=O)c2cc(NC(=O)Nc3ccccc3Cl)ccc2OC[C@H]2O[C@H](CC(=O)NCCCN3CCOCC3)CC[C@@H]21 | 3 | -32 | -3.8 | x |
| O=C(C[C@H]1CC[C@@H]2[C@H](COC[C@@H](O)CN2Cc2cccc(Cl)c2)O1)N1CCOCC1 | x | 41 | 0.8 | -2 |
| O=C(C[C@@H]1CC[C@@H]2[C@H](COC[C@@H](O)CN2S(=O)(=O)c2ccccc2)O1)Nc1ccccc1 | 0 | 19 | 0.0 | -3 |
| C[C@@H]1CN([C@H](C)CO)C(=O)c2cc(NS(=O)(=O)c3ccc(F)cc3)ccc2O[C@@H](C)CCCCO[C@H]1CN(C)C(=O)Nc1ccc(F)cc1 | 0 | 30 | 0.6 | -37 |
| O=C(C[C@@H]1C[C@H]2c3cc(NC(=O)c4cccnc4)ccc3O[C@H]2[C@H](CO)O1)NCC1CC1 | 1 | 5 | 0.9 | 2 |
| Cc1ccc(S(=O)(=O)NCC[C@H]2CC[C@H](NC(=O)NC(C)C)[C@H](CO)O2)cc1 | 2 | 8 | -0.2 | -7 |
| O=C([C@H]1[C@H](CO)[C@H]2Cn3c(ccc(C4=CCCC4)c3=O)[C@@H]1N2C(=O)c1cccnc1)N1CCOCC1 | -3 | -55 | 2.0 | 5 |
| O=C(C1CC1)N1CC(=O)N2[C@H](CO)[C@H](c3ccc(-c4ccccc4F)cc3)[C@@H]2C1 | -9 | x | 1.3 | 17 |
| C[C@H]1CN([C@@H](C)CO)C(=O)Cc2cc(NC(=O)C3CCCCC3)ccc2O[C@H]1CN(C)Cc1ccc(-c2ccccc2)cc1 | 35 | 70 | 0.0 | -10 |
| O=C(C[C@H]1CC[C@@H]2[C@H](COC[C@@H](O)CN2Cc2nccs2)O1)N1CCC(Cc2ccccc2)CC1 | -8&-8 | 44 | 1.6 | x |
| Cc1ccccc1S(=O)(=O)NCC[C@H]1CC[C@@H](NC(=O)C2CCOCC2)[C@H](CO)O1 | x | -25 | 2.6 | 2 |
| N#Cc1ccc(-c2ccc3c(c2)[C@@H]2[C@@H](CCN2C(=O)C2CCC2)[C@@H](CO)N3)cc1 | -10 | x | -4.7 | -84* |
| Cc1noc(C)c1NC(=O)N(C)C[C@@H]1Oc2ccc(NC(=O)c3ccncc3)cc2CC(=O)N([C@@H](C)CO)C[C@@H]1C | -7 | 3 | -4.7 | 3 |

Laid out differently: 4 of the compounds above.
Sequence of screens: C diff growth, Tcruzi prolif, KDM4C inh, Pf Dd2 inh
> O=C([C@H]1[C@H](CO)[C@H]2Cn3c(ccc(C4=CCCC4)c3=O)[C@@H]1N2C(=O)c1cccnc1)N1CCOCC1
 : -3, -55, 2.0, 5
> O=C(C1CC1)N1CC(=O)N2[C@H](CO)[C@H](c3ccc(-c4ccccc4F)cc3)[C@@H]2C1
 : -9, x, 1.3, 17
> C[C@H]1CN([C@@H](C)CO)C(=O)Cc2cc(NC(=O)C3CCCCC3)ccc2O[C@H]1CN(C)Cc1ccc(-c2ccccc2)cc1
 : 35, 70, 0.0, -10
> O=C(C[C@H]1CC[C@@H]2[C@H](COC[C@@H](O)CN2Cc2nccs2)O1)N1CCC(Cc2ccccc2)CC1
 : -8&-8, 44, 1.6, x

Three compounds already listed, ordered by the number in KDM4C inh, ascending:
SMILES,KDM4C inh
C[C@H]1CCCCO[C@H](CN(C)S(=O)(=O)c2cn(C)cn2)[C@@H](C)CN([C@@H](C)CO)C(=O)c2cc(NS(=O)(=O)c3ccc(Cl)cc3)ccc2O1,-1.0
O=C(C1CC1)N1CC(=O)N2[C@H](CO)[C@H](c3ccc(-c4ccccc4F)cc3)[C@@H]2C1,1.3
CN(C)C(=O)C[C@H]1CC[C@@H](NC(=O)C2CCC2)[C@H](CO)O1,1.7

Later entries
| SMILES | C diff growth | Tcruzi prolif | KDM4C inh | Pf Dd2 inh |
| --- | --- | --- | --- | --- |
| C[C@H]1CN([C@@H](C)CO)S(=O)(=O)c2ccc(-c3cncnc3)cc2O[C@@H]1CN(C)Cc1cccnc1 | 9 | 34 | 3.6 | 12 |
| C[C@H](NC(=O)[C@H]1N[C@H]2c3ccc(-c4cncnc4)c(=O)n3C[C@H]2[C@@H]1CO)c1ccccc1 | 1 | 4 | 2.0 | 5 |
| Cc1noc(C)c1NC(=O)Nc1cccc2c1O[C@@H](CN(C)Cc1ccc(Oc3ccccc3)cc1)[C@H](C)CN([C@H](C)CO)C2=O | 13 | 65 | -1.4 | -7 |
| O=C(C1CCCCC1)N1CC2(C1)[C@H](c1ccccc1)[C@H](CO)N2Cc1ccc(Cl)cc1 | 51 | x | -0.1 | -10 |
| C[C@@H]1CN([C@@H](C)CO)S(=O)(=O)c2ccc(Br)cc2O[C@@H]1CN(C)C(=O)C1CC1 | 4&1 | -1 | 0.4 | 24&17 |
| COc1ccc(-c2ccc3c(c2)[C@@H]2[C@@H](CCN2S(=O)(=O)C2=NC(C)C=N2)[C@@H](CO)N3C)cc1 (some centres not stated) | 1 | u | 2.5 | -18 |
| C[C@@H]1CN([C@@H](C)CO)C(=O)c2cc(-c3cccnc3)cnc2O[C@@H]1CN(C)Cc1ccccc1 | x | -21 | 0.5 | 25 |
| CCC(=O)Nc1ccc2c(c1)C(=O)N(C)C[C@H](OC)[C@@H](C)CN(C(=O)CC1CC1)[C@H](C)CO2 | x | -41 | -0.9 | 31 |
| C[C@@H]1CN([C@H](C)CO)S(=O)(=O)c2ccc(C#CC3CCCC3)cc2O[C@@H]1CN(C)C(=O)C1CC1 | x | -94 | 0.0 | -62 |
| CCCNC(=O)N1[C@@H](C#N)[C@@H](c2ccc(-c3ccccc3F)cc2)[C@@H]1CO | 2 | 46 | -0.3 | -23 |
| COc1ccc(NC(=O)N2C[C@H](O)COC[C@H]3O[C@H](CC(=O)N4CCCCC4)CC[C@@H]32)cc1 | -4&-7 | -35 | 2.6 | 26 |
| C[C@H](CO)N1C[C@H](C)[C@H](CN(C)Cc2ccncc2)Oc2cc(Br)ccc2S1(=O)=O | 4 | 91 | x | -18 |
| COc1ccc(NC(=O)N(C)C[C@@H]2Oc3ccc(NS(=O)(=O)c4ccc(Cl)cc4)cc3C(=O)N([C@H](C)CO)C[C@H]2C)cc1 | -9 | 1 | 0.5 | -6 |
| CCCNC(=O)N1CC2(C1)[C@@H](c1ccccc1)[C@@H](CO)N2C(=O)C1CCC1 | -4 | x | -2.3 | 24 |
| C[C@H](CO)N1C[C@H](C)[C@H](CN(C)Cc2ccc3c(c2)OCO3)Oc2ccc(NC(=O)Nc3ccc4c(c3)OCO4)cc2C1=O | 6 | -11 | 0.9 | 9 |
| COc1ccc(CN(C)C[C@H]2OCCCC[C@H](C)Oc3ccc(NC(=O)C4CCCCC4)cc3C(=O)N([C@@H](C)CO)C[C@@H]2C)cc1 | 10 | 104* | 2.2 | -58 |
| COc1ccc(S(=O)(=O)N(C)C[C@@H]2Oc3ccc(NC(=O)Cc4ccccc4)cc3CC(=O)N([C@H](C)CO)C[C@H]2C)cc1 | -2 | x | 16 | -18 |
| COc1cccc(CNC(=O)C[C@H]2C=C[C@H](NC(=O)C3CC3)[C@H](CO)O2)c1 | 1 | x | -1.1 | -7 |
| CC=Cc1ccc2n(c1=O)C[C@@H]1[C@@H](CO)[C@H](C(=O)NCc3ccccc3F)N(CC)[C@H]21 (mixture of isomers) | -1 | 92 | 0.5 | 1 |
| C[C@H]1CCCCO[C@@H](CN(C)CC2CCCCC2)[C@@H](C)CN([C@@H](C)CO)C(=O)c2cc(NC(=O)C3CCCCC3)ccc2O1 | 2 | 26 | -0.2 | -61 |
| CC(C)C#Cc1ccc2c(c1)O[C@@H](CN(C)Cc1cncnc1)[C@@H](C)CN([C@@H](C)CO)S2(=O)=O | 3 | 22 | x | -12 |
| C[C@@H]1CN([C@H](C)CO)C(=O)c2cc(NS(=O)(=O)c3ccc(Cl)cc3)ccc2O[C@@H](C)CCCCO[C@@H]1CN(C)Cc1ccccc1 | 13 | 93 | 0.5 | -12 |
| CC=Cc1ccc2n(c1=O)C[C@@H]1[C@@H](CO)[C@H](C(=O)Nc3ccc(-c4ccccc4)cc3)N(C)[C@H]21 (mixture of isomers) | 14 | 47 | -2.0 | x |
| C[C@@H]1CN([C@H](C)CO)C(=O)c2cc(C#Cc3ccccc3F)cnc2O[C@H]1CN(C)C(=O)C1CCCCC1 | -13 | x | 0.5 | -50 |
| C[C@H](CO)N1C[C@H](C)[C@H](CN(C)C(=O)C2CCC2)Oc2ncc(C3=CCCC3)cc2C1=O | -3 | 12 | 1.1 | 26 |
| COCC#Cc1ccc2c(c1)O[C@@H](CN(C)Cc1ccncc1)[C@@H](C)CN([C@@H](C)CO)S2(=O)=O | 1 | u | -0.3 | 12 |
| O=C(C[C@@H]1C=C[C@H](NC(=O)CN2CCOCC2)[C@@H](CO)O1)NC1CCCCC1 | 4 | -52 | -0.3 | 14 |
| O=C(C[C@@H]1CC[C@H]2[C@@H](COC[C@H](O)CN2S(=O)(=O)c2ccccc2F)O1)NCc1ccccc1F | 90&65 | -23 | 1.7 | -3 |
| C[C@H](CO)N1C[C@H](C)[C@H](CN(C)C(=O)CCC(F)(F)F)OCc2ccccc2-c2c(n(C)c3ccccc23)C1=O | -4 | 30 | -0.4 | 28 |
| C[C@H]1CN([C@@H](C)CO)C(=O)Cc2cc(NC(=O)CCC(F)(F)F)ccc2O[C@@H]1CN(C)Cc1ccc2c(c1)OCO2 | -2 | 91 | 2.9 | -13 |
| O=C(C[C@H]1C[C@H]2c3cc(NC(=O)NC4CCCCC4)ccc3O[C@H]2[C@H](CO)O1)NCc1ccccn1 | 3 | x | -0.8 | 33 |
| C[C@H](CO)N1C[C@H](C)[C@@H](CN(C)S(=O)(=O)c2ccc(F)cc2)Oc2c(NC(=O)Nc3ccc4c(c3)OCO4)cccc2C1=O | 17 | 17 | 0.1 | -7 |
